HCV inhibitor = HCV inhibition. Huh7.5.1 HCVcc-Cre infection, luciferase reporter, 44 h. Potency, µM (top dose mostly 41.8 µM), for inactives: at the highest dose activity change, negative = inhibition, hits mostly inhibitors. 340,000 tested, 3.4% active. AID 651820; note: potency is the fitted concentration of half-maximal effect
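Compounds are dispensed onto cells plated 4 h earlier at 1,000 per well, with HCVcc-Cre virus (about 0.5 moi) added next. Following 44 h of culture, luminescent signal is measured for 15 sec after 15 min with substrate at room temperature.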
HCMV antiviral = inhibitors of human cytomegalovirus; HFF cells, HCMV-luciferase reporter, 72 h; hits give low values; activity change, negative = inhibition, % at 57.5 µM; 410,000 tested, 4.5% active; AID 1259415; in the data active = activity change below about -60%; inconclusive = no clear call, values can overlap the other calls; inactive = above about -39%
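HFF cells seeded 16 h at 37C, treated with compounds, infected with luciferase-reporter HCMV at MOI 1 PFU/cell; luciferase read at 72 h post infection, normalized to buffer-only and Salinomycin controls.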
AmpC detergent = inhibitors of E. coli AmpC beta-lactamase with detergent. 370,000 tested, 0.041% active. AID 485294. Potency, µM (doses to about 114 µM), inactives show at the highest dose activity change, negative = inhibition, most hits filed as inhibitors. AmpC hydrolysis of nitrocefin, absorbance 480 nm, 0.01% Triton;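 note: potency is the fitted concentration of half-maximal effect; 0% = no-compound wells and -100% = no-enzyme wells; nearly all actives have a fitted effect of over 25% in size; some results filed as inactive show a strong effect at the top dose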
Target sequence (P00811 whole entry, looked up): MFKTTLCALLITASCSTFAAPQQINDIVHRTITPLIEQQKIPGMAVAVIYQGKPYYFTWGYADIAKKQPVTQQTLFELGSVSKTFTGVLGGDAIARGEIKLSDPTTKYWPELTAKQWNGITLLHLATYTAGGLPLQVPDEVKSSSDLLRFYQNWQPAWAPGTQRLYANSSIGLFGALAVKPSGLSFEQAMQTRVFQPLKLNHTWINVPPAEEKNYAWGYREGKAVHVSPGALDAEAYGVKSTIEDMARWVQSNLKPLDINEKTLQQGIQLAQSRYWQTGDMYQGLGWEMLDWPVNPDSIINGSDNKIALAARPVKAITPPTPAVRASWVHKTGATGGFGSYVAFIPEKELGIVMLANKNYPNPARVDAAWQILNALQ
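20 mM phosphate pH 7.0 + 0.01% (detergent screen) or 0.0001% Triton X-100; 5.3 nM AmpC reagent; cpd preinc 15 min RT; nitrocefin (800 uM stock) to start; A480 q20 s × 4 min; Activity was normalised to no-enzyme and no-compound control wells.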
AMA1 RON2 block = disrupts binding of P. falciparum AMA1 to RON2; AlphaScreen AMA1-biotinylated RON2 peptide binding; Potency, µM (highest dose often 58.2 µM), for the others: at the highest dose activity change, negative = inhibition, hits mostly inhibitors; 360,000 tested, 0.2% active;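 note: potency is the fitted concentration of half-maximal effect; 0% = vehicle wells and -100% = peptide control; nearly all actives have a fitted effect of over 45% in size; some results filed as inactive show a strong effect at the top dose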
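AMA1 (3D7) with his tag at 25 nM final met compounds first, then biotinylated RON2 peptide at 25 nM; detection used donor plus acceptor beads, 10 µg/mL apiece, read by AlphaScreen after 30 min at room temperature.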
TbPYK inhibitor = blocks Trypanosoma brucei pyruvate kinase | 410,000 tested, 0.12% active | TbPYK enzyme, Kinase-Glo Plus ATP luminescence, 45 min | Q57TT1 | Potency, µM (top dose mostly 76.8 µM), for inactives: at the highest dose activity, negative = inhibition, most hits filed as inhibitors | AID 624173; note: potency is the fitted concentration of half-maximal effect; nearly all actives have a fitted effect of over 50% in size
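In this concentration-response screen, enzyme-free wells defined baseline while DMSO plates tracked drift. Each reaction combined TbPYK, substrate, compound and 130 uM ADP for 45 min at room temperature. Kinase-Glo Plus luminescence gave the signal.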
LmPK inh = blocks Leishmania mexicana pyruvate kinase activity. Q27686. purified LmPK, Kinase-Glo ATP luminescence, 1 h. Potency, µM (titrated, usually from 57.5 µM), inactives show at the top dose activity change, negative = inhibition, hits mostly inhibitors. 290,000 tested, 0.37% active. AID 1721; note: potency is the fitted concentration of half-maximal effect
Target sequence (Q27686 whole entry, looked up): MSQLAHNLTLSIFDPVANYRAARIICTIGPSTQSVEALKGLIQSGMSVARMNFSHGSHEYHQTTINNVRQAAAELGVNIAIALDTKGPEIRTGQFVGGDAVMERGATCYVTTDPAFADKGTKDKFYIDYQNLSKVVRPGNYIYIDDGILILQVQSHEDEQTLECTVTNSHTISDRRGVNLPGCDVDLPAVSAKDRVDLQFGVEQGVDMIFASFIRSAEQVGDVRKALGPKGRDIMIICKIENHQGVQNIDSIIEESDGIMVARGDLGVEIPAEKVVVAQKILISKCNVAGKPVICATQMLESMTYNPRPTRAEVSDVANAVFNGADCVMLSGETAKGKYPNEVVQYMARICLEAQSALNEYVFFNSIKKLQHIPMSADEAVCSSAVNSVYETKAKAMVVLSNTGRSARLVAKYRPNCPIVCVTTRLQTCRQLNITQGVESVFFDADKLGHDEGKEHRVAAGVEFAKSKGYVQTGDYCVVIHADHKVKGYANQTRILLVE
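0.1 nM LmPK, 0.5 mM PEP, 0.1 mM ADP; 50 mM imidazole pH 7.2, 7 mM MgCl2, 50 mM KCl; 1 h RT. Kinase-Glo luminescence readout, normalized to no-enzyme (full inhibition) and uninhibited wells.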
AmpC inh no detg = blocks E. coli AmpC beta-lactamase in detergent-free assay; AmpC nitrocefin hydrolysis, absorbance 480 nm, 0.0001% Triton; 330,000 tested, 0.52% active; P00811; Potency, µM (highest dose often 57.1 µM), without a hit: at the highest dose activity change, negative = inhibition, usual class: inhibitors;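 note: potency is the fitted concentration of half-maximal effect; plate controls were no compound for no effect and no enzyme for full effect; nearly all actives have a fitted effect of over 20% in size; some results filed as inactive show a strong effect at the top dose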
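20 mM phosphate pH 7.0 + 0.01% (detergent screen) or 0.0001% Triton X-100; 5.3 nM AmpC reagent; cpd preinc 15 min RT; nitrocefin (800 uM stock) to start; A480 q20 s × 4 min; Activity was normalised to no-enzyme and no-compound control wells.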
Numbers without * were called inactive; ? = inconclusive; nt = no result given; [ ] = remark or other dose. Unless noted, calls come from the whole dose curve; as a rule, active = well fitted curve in the direction sought with a large enough effect; inconclusive = small, poorly fitted or top-dose-only effect, or another doubt; inactive = no such curve, though single readings can be large; an effect the other way counts as inactive or inconclusive. Unless noted, % is set by controls: 0 for no effect and ±100 for the full control effect.

canonical_smiles	HCV inhibitor	HCMV antiviral	AmpC detergent	AMA1 RON2 block	TbPYK inhibitor	LmPK inh	AmpC inh no detg
CCn1nc(NS(=O)(=O)c2ccccc2)c2cc3ccccc3nc21	17%	-30	-1%	-6%	-26%	-8%	-33%
Cc1ccccc1OCCC(=O)OCC(=O)Nc1cc(S(=O)(=O)N2CCOCC2)ccc1Cl	16%	2	-8%	11%	-4%	-1%	48%
Nc1nonc1-n1nnc(C(=O)N/N=C/c2c(Cl)cccc2Cl)c1CN1CCOCC1	2%	37	?	17%	2%	-5%	25%
N#Cc1ccc(-c2ccco2)nc1SCC(=O)c1ccc(Cl)cc1	4.5µM*	-34	0%	6%	-2%	4%	10µM*
COc1cccc(C(=O)NCc2ccc(N3CCN(C(=O)OC(C)(C)C)CC3)cc2)c1	-29%	-3	0%	5%	9%	5%	-4%
COc1ccc(OC)c(CCNC(=O)c2c(C)oc3ncn(C)c(=O)c23)c1	nt	9	18%	nt	0%	nt	nt
CC(C)(C)OC(=O)N(CCc1ccccc1)Cc1ccccc1OCc1ccc(NC(=O)C2CCC2)cc1	0.56µM*	?	nt	3%	0%	nt	nt
O=C(CSc1nnc(CNc2ccc(F)cc2)n1CC1CCCO1)Nc1ccccc1 (stereo not drawn)	0%	4	4%	-5%	-12%	2%	3%
COCCNC(=O)C1CCCN(C(=O)COCc2ccccc2)CC1 (stereo not drawn)	nt	-14	nt	-3%	6%	nt	nt
CCc1ccccc1NC(=O)CN(C)C(=O)COC(=O)c1ccco1	14%	6	nt	0%	-7%	nt	-12%
Cc1ccc(-c2nn(-c3ccccc3)cc2/C=N/NC(=O)c2ccc3c(c2)OCO3)cc1	-29%	47	?	26%	2%	8%	83%[activator]
c1ccc(CN2CCN(C3CCCSc4ccccc43)CC2)cc1 (stereo not drawn)	0%	28	nt	?	1%	nt	nt
Cn1cnc2c1c(=O)n(Cc1ccccc1C#N)c(=O)n2C	-17%	-67*	-7%	7%	11%	1%	3%
Cc1ccc(C)c(C(C)NC(=O)c2ccc(Br)o2)c1 (stereo not drawn)	-9%	-15	2%	-4%	-24%	3%	4%
COc1ccccc1/C=C/C=C1N=C(/C=C/c2ccc(Cl)cc2)OC/1=O	10%	-28	-3%	6%	-1%	-5%	-35%
Cc1cc(Br)ccc1NC(=O)c1cnc(N2CCN(c3ccccn3)CC2)c2ccccc12	2.5µM*	-39	-13%	-13%	17%	3%	-26%
CCOC1(OCC)N=C(N)C2(C#N)C(c3ccc(NC(C)=O)cc3)C12C#N (stereo not drawn)	20%	-5	-7%	-14%	-7%	0%	-23%
Cc1ccc(Cn2cccc(C(=O)Nc3ccc4c(c3)OCCO4)c2=O)cc1	nt	36	8%	nt	0%	nt	nt
COc1ccc(CCNC(=O)CCCCn2c(=O)c3ccccc3n(Cc3ccccc3Cl)c2=O)cc1OC	nt	12	-7%	nt	7%	nt	nt
COc1ccccc1/C=C/C(=O)Nc1cccc(S(=O)(=O)NC2=NCCCCC2)c1	?	-15	-6%	-13%	0%	1%	-25%
O=C(C1CCN(S(=O)(=O)c2ccccc2)CC1)N1CCC1	12%	16	4%	-8%	3%	nt	-10%
CCCCOc1ccc(C(=O)NCC(=O)N2CCN(C/C=C/c3ccccc3)CC2)cc1	nt	-24	nt	-3%	4%	nt	nt
Cc1cccc(NC(=O)c2cc(=O)n(Cc3ccccc3)c(=O)[nH]2)c1	-16%	-40	-4%	12%	-3%	0%	-27%
CC(C)(C)c1[nH]c2ccccc2c1/C=N/O	-17%	13	2%	-5%	1%	-1%	-13%

Entries of single compounds from above. Values in the order: HCV inhibitor, HCMV antiviral, AmpC detergent, AMA1 RON2 block, TbPYK inhibitor, LmPK inh, AmpC inh no detg
Cn1cnc2c1c(=O)n(Cc1ccccc1C#N)c(=O)n2C is listed as -17%, -67*, -7%, 7%, 11%, 1%, 3%
CCCCOc1ccc(C(=O)NCC(=O)N2CCN(C/C=C/c3ccccc3)CC2)cc1 is listed as nt, -24, nt, -3%, 4%, nt, nt
Cc1cc(Br)ccc1NC(=O)c1cnc(N2CCN(c3ccccn3)CC2)c2ccccc12 is listed as 2.5µM*, -39, -13%, -13%, 17%, 3%, -26%

Next section
canonical_smiles	HCV inhibitor	HCMV antiviral	AmpC detergent	AMA1 RON2 block	TbPYK inhibitor	LmPK inh	AmpC inh no detg
Cc1ccc(-n2nc(CO)c(C(=O)NC(C)CCCc3ccccc3)n2)cc1C (stereo not drawn)	nt	?	-5%	nt	1%	nt	nt
CN(C)c1ccc2c(c1)Sc1cc(N(C)C)ccc1N2C(=O)c1ccccc1	-2%	30	-6%	?	-10%	4%	6%
CC(C)(C)c1nn(-c2ccccc2)c2[nH]c(=O)c(C=O)cc12	?	-28	-3%	14%	0%	0%	-17%
CC(NC(=O)c1ccc(S(=O)(=O)N(C)C)cc1)c1ccccc1 (stereo not drawn)	10%	53	-5%	11%	-11%	-2%	-3%
CC[C@]12c3[nH]c4cc(CCC(=O)N(C)C)ccc4c3CCN1C(=O)[C@@H](CC(=O)NC/C=C(\C)CCC=C(C)C)C[C@@H]2C(=O)N1CCN(C(=O)C2CC2)CC1	?	-11	nt	-3%	2%	nt	239%[activator]
COCc1nn2cc(-c3ccc(C)cc3)nc2s1	nt	-6	19%	nt	-11%	nt	nt
O=C(CN1CCN(c2ccccn2)CC1)Nc1cccc(F)c1	13%	21	2%	-9%	3%	0%	0%
O=C(c1cc(=O)c2ccccc2o1)N1CCN(c2ccccc2)CC1	14%	-7	2%	-6%	-1%	4%	4%
COc1cccc2cc(C(=O)Nc3cc(C)cc(C)c3)/c(=N/NS(=O)(=O)c3ccccc3)oc12	15%	-23	-12%	-6%	0%	13%	-41%
Cc1ccc(C(=O)CSc2nc3c([nH]2)c(=O)n(C)c(=O)n3C)cc1	18%	?	-15%	29%	1%	0%	-4%[11.4 µM]
CCOC(=O)CSc1n[nH]c(NC(=O)c2cccc(C(F)(F)F)c2)n1	7%	-14	-4%	-9%	0%	-1%	-1%
CCn1c(O)c(/C=N/n2cnnc2)sc1=S	6%	-24	-13%	42%[activator]	-10%	-14%	-9%
COc1ccc(NC(=O)c2c(N)cnn2C)cc1	-3%	63	?	-6%	-4%	-3%	-8%
Cc1cc(Cc2ccc(N)c(C)c2)ccc1N	-8%	40	-2%	-25%	2%	3%	-6%
CC(=O)c1cccc(NC(=O)COC(=O)[C@@H](NC(=O)OCc2ccccc2)C(C)C)c1	-2%	16	2%	7%[11.6 µM]	-8%	-1%	-15%
CCC[N+]12CCC(CC1)C(C(O)(c1ccccc1)c1ccccc1)C2 (stereo not drawn)	-6%	-10	-10%	-3%	3%	0%	-10%
COc1ccccc1C(=O)Nc1ccc2c(c1)nc(CCNC(=O)c1ccccc1)n2C	-32%	-19	-1%	12%	-4%	-2%	0%
O=C1c2cccnc2C(O)N1Cc1cccs1 (stereo not drawn)	nt	23	1%	13%	4%	2%	-5%
Cc1cccc2sc(NC(=O)[C@H](C)N3C(=O)C4CC=CCC4C3=O)nc12 (stereo partly drawn)	2%	25	12%	2%	4%	7%	-18%
Oc1ccc(Br)cc1/C=N/N1CCN(Cc2ccccc2)CC1	3%	17	-6%	?	4%	4%	68%[activator]
CCOC(=O)Cc1csc(NC(=O)CCN2C(=O)c3ccccc3C2=O)n1	10%	26	-14%	-3%	-2%	1%	-3%
Cc1cc2c(c(C)nn2-c2ccccc2)c(=O)o1	?	76	-6%	-1%	1%	-8%	-2%
CC(C)(C)c1ccc(C2C3=C(CCCC3=O)NC3=C2C(=O)c2ccccc23)cc1 (stereo not drawn)	?	29	?	?	-8%	3%	?
COc1ccc(C(=O)CSc2nc(C)cc(=O)[nH]2)cc1	19%	3	3%	-18%	-5%	-4%	-13%
COC(=O)c1ccc2cc(OC)cc([N+](=O)[O-])c2n1	13%	8	nt	-7%	-3%	nt	nt
COc1ccc(NC(=O)Nc2cccc(C(=O)N3CCOCC3)c2)cc1OC	3%	35	1%	7%	-5%	0%	1%
CN(CC(=O)Nc1ccc(F)cc1)C(=O)COC(=O)COc1ccc(C#N)cc1	41%[activator]	-14	-15%	6%	-7%	nt	-13%
N#CC1(C#N)C(c2ccccc2)OC23CCCCC2C1(C#N)C(=N)O3 (stereo not drawn)	-3%	15	-5%	12%	-1%	-6%	-24%
CCCCCCc1c(C)c2ccc(OCC(=O)N[C@@H](Cc3ccccc3)C(=O)O)cc2oc1=O	?	17	?	-1%	-9%	-8%	197%[activator]
Cc1sc2nc(SCC(=O)NCc3ccco3)[nH]c(=O)c2c1C	-1%	-21	-11%	10%	-1%	8%	-33%
CC(Sc1nccn1C)C(=O)NC1(C#N)CCCCC1 (stereo not drawn)	5%	0	6%	-4%	0%	nt	-6%
C[C@H](O)[C@@H]1CN2CCc3c([nH]c4ccccc34)[C@@H]2C[C@@H]1N(C)C(=O)NC1CCCCC1	nt	24	nt	0%	-5%	nt	nt
Cc1cc(Oc2ccc(C(C)(C)C)cc2)nc(N2CCOCC2)n1	19%	3	-9%	0%	-8%	5%	-11%
Cc1cc(NC(=O)COC(=O)C2=NN(c3ccccc3)C(=O)CC2)c([N+](=O)[O-])cc1C	-3%	6	nt	-13%	2%	nt	16%
COc1ccc(NC2CCCN(C(=O)COc3ccc(C(C)=O)cc3)C2)cc1 (stereo not drawn)	nt	4	nt	-9%	-10%	nt	nt
O=C(CN1CCc2ccccc2C1)Nc1ccccc1F	10%	-18	-4%	7%	4%	-5%	18%
Cc1ccc(NC(=O)COC(=O)c2ccccc2F)cc1S(=O)(=O)N1CCCCC1	-1%	-26	-12%	16%	0%	nt	?
